Source: PubChem
PKA-R2B act: PKA-R2B complex activation; P22694+P31323; PKA-R2B holoenzyme dissociation, Cy5-IP20 fluorescence polarization; R2B truncated from residue 108, S112A mutant; 0% DMSO only, 100% 113 µM cGMP; activation, % at 11.4 µM; 340,000 compounds, 0.079% hits; AID 504700;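 active = activation above a cutoff set at the mean over all compounds plus 3 SD, cut at about 18% in these data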;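 also: higher means more holoenzyme dissociation and a rise in polarization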
phage Ecoli inh: E. coli growth loss with phage present. growth absorbance. inhibition, % at 11.9 µM. 360,000 compounds, 0.26% hits; in the data active = inhibition above about 11%
OPRM1-OPRD1 inv: inverse agonist of human OPRM1-OPRD1 heterodimerization. P35372+P41143. cell-based MOR-DOR heterodimer luminescence, inverse agonism. inhibition, % at 9.3 µM. 340,000 compounds, 0.21% hits; in the data active = inhibition above about 22%, passing the limit was not always enough;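 also: 0% = cells with DMSO and 100% = wells without cells with DMSO; values of inactives mirror those of a sister screen read the other way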
Target sequence (P35372 whole entry, looked up): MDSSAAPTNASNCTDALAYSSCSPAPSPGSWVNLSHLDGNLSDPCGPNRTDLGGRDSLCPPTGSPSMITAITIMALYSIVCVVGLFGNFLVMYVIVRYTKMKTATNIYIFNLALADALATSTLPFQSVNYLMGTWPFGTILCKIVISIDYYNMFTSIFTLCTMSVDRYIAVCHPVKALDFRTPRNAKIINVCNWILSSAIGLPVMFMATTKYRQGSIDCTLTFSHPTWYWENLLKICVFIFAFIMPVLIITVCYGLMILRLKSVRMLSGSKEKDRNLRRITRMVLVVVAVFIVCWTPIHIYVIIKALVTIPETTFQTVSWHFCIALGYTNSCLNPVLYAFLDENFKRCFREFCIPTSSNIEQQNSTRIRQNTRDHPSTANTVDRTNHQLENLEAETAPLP
Target sequence (P41143 whole entry, looked up): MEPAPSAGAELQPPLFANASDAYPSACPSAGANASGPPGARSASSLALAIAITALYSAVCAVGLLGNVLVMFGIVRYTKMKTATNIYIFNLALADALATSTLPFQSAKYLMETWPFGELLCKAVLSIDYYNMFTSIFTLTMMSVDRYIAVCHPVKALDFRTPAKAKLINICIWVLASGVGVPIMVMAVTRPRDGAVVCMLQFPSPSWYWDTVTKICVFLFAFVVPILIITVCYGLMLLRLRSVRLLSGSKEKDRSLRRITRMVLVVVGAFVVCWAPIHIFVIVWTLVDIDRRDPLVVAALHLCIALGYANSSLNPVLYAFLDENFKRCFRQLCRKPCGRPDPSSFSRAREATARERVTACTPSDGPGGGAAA
Ecoli viability: bacterial growth inhibition, counter-screen for AddAB inhibitors; inhibition, % at 11.9 µM; E. coli V3065 growth, OD600 absorbance, 18 h; 330,000 compounds, 0.27% hits;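 active = inhibition above the campaign's mean inhibition across all tested compounds plus 3 SD, cut at about 9.9% in these data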;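 also: uninfected addAB+ strain grown without phage in ampicillin broth; 0% = DMSO wells and 100% = ciprofloxacin 0.95 µg/ml wells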
PfHsp90 yeast 2: inhibits growth of yeast expressing Plasmodium falciparum Hsp90 | S. cerevisiae expressing PfHsp90, BacTiter-Glo ATP, 48 h; yeast lacking PDR1 and PDR3 efflux regulators | inhibition, % at 9.4 µM | 310,000 compounds, 0.32% hits | AID 504621;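 active = every replicate shows inhibition above about 80%, whatever the replicate mean, limit read from the data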;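 also: 0% = DMSO neutral controls and 100% = 20 µM radicicol positive controls; yeast relying on Plasmodium falciparum Hsp90 in place of its own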
Tat transport: E. coli Tat transport inhibition; AID 488895; inhibition, % at 10 µM; E. coli MC4100 TorA-mCherry Tat export, fluorescence; 340,000 compounds, 0.036% hits;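 active = mean replicate inhibition at least 50% and at least half of replicates individually reaching 50%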;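 also: exported cargo escapes ClpAP degradation while cytoplasmic cargo is degraded and loses fluorescence; 0% = median of neutral control wells and 100% = median of NaSCN control wells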
PKA-R1A activ: PKA-R1A complex activation. PKA-R1A dissociation, Cy5-IP20 fluorescence polarization; scaled: DMSO 0%, 113 µM cGMP 100%. P00514+P68181. 340,000 compounds, 0.083% hits. AID 504707. activation, % at 11.4 µM;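 active = percent activation above the mean of all tested compounds plus 3 SD, cut at about 19% in these data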;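 also: higher means more PKAc released from R1A so a rise in polarization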
AddAB inh: less growth of phage-infected E. coli with AddAB. 330,000 compounds, 0.29% hits. E. coli expressing H. pylori AddAB, absorbance growth. inhibition, % at 11.9 µM. AID 435030; in the data active = inhibition above about 12%;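 also: 0% = vehicle wells of infected cells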
MOR-DOR ag: agonists of human mu-delta opioid receptor heterodimerization. P35372+P41143. cells, OPRM1-OPRD1 heterodimerization, luminescence. activation, % at 9.3 µM. 340,000 compounds, 0.3% hits. AID 504326; in the data active = activation above about 18%;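 also: 0% = vehicle-treated cells and 100% = reference agonist; values of inactives mirror those of a sister screen read the other way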
Mot1-301 SUMO: SUMOylation pathway inhibition by Mot1-301 growth rescue | growth rescue, % at 18.8 µM | S. cerevisiae Mot1-301 growth rescue, ATP luminescence, 38.5C; percent above DMSO median, 100 means doubled | AID 2716 | 320,000 compounds, 1% hits;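 active = every valid replicate shows activation above 250% relative to neutral control wells; inactive = the rest, any valid replicate at or below 250%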;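 also: OY570 slx delta 5 strain wells were the positive control but not used for scaling; some compounds called inactive have numbers as strong as hits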
HTR5A inv ag: inverse agonist of human HTR5A in OPRM1-OPRD1 counter-screen; HTR5A cell line, luminescence, inverse agonism; 340,000 compounds, 0.083% hits; inhibition, % at 9.3 µM; P47898; AID 504634; in the data active = inhibition mostly above about 23%, no sharp cut-off; inactive = mostly below about 18%;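 also: 0% = cells with DMSO and 100% = no-cell wells with DMSO; some compounds called inactive have numbers as strong as hits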
An asterisk follows results filed as active; & = joins results of further samples. The order is random. About 2.2% of those tested had a hit in this group.

Results for CC1CCCC(C)N1c1nnc(N)s1 (centres undefined) ?
PKA-R2B act: 5; phage Ecoli inh: 1.7; OPRM1-OPRD1 inv: 9; Ecoli viability: -1.2; PfHsp90 yeast 2: -21; Tat transport: -1; PKA-R1A activ: 0; AddAB inh: 6.2; MOR-DOR ag: -1.8; Mot1-301 SUMO: 15; HTR5A inv ag: -13

How did Cc1cccc(NC(=O)CN2CCN(C(=O)CNC(=O)Cc3cccc4ccccc34)CC2)c1C do in these assays?
PKA-R2B act: 3; phage Ecoli inh: 2.7; OPRM1-OPRD1 inv: 0; Ecoli viability: 0.2; PfHsp90 yeast 2: -9; Tat transport: -4; PKA-R1A activ: 2; AddAB inh: 2.9; MOR-DOR ag: 0.0; Mot1-301 SUMO: 186; HTR5A inv ag: 2

What do the screens show for `CCOc1cc(C(=S)N2CCN(C)CC2)ccc1OCC(=O)N1CCCC1`?
PKA-R2B act: 1; phage Ecoli inh: 2.5; OPRM1-OPRD1 inv: 18; Ecoli viability: -1.8; PfHsp90 yeast 2: 16; Tat transport: 3; PKA-R1A activ: -4; AddAB inh: -3.0; MOR-DOR ag: -3.4; Mot1-301 SUMO: 277; HTR5A inv ag: -23

How did Cc1nn(CC(=O)OCCOc2ccc(Br)cc2)c(C)c1[N+](=O)[O-] do in these assays?
PKA-R2B act: -1; phage Ecoli inh: 4.9; OPRM1-OPRD1 inv: 0; Ecoli viability: -3.0; PfHsp90 yeast 2: -9; Tat transport: 4; PKA-R1A activ: -9; AddAB inh: 3.2; MOR-DOR ag: 0.1; Mot1-301 SUMO: 108; HTR5A inv ag: 0

What do the screens show for `COc1ccc(S(=O)(=O)N2CCN(Cc3ccccc3[N+](=O)[O-])CC2)cc1`?
PKA-R2B act: -7; phage Ecoli inh: 1.0; OPRM1-OPRD1 inv: 7; Ecoli viability: -0.8; PfHsp90 yeast 2: -3; Tat transport: -11; PKA-R1A activ: -10; AddAB inh: 2.5; MOR-DOR ag: -1.5; Mot1-301 SUMO: 33; HTR5A inv ag: -9

Results for Cc1ccc(S(=O)(=O)Nc2ccc(NC(=O)CN3CCCCC3)cc2)cc1 ?
PKA-R2B act: -8; phage Ecoli inh: 1.3; OPRM1-OPRD1 inv: 4; Ecoli viability: -0.7; PfHsp90 yeast 2: 9; Tat transport: -3; PKA-R1A activ: -4; AddAB inh: -3.4; MOR-DOR ag: -0.7; Mot1-301 SUMO: 5; HTR5A inv ag: 8

What do the screens show for `COCCC1CCCCN1C(=O)c1ccc2nc(Cc3ccccc3F)oc2c1` (centres undefined)?
PKA-R2B act: 11; phage Ecoli inh: -1.1; OPRM1-OPRD1 inv: 7; Ecoli viability: 0.1; PfHsp90 yeast 2: 6; Tat transport: 3; PKA-R1A activ: -7; AddAB inh: -0.4; MOR-DOR ag: -1.4; Mot1-301 SUMO: -2; HTR5A inv ag: 0

Results for COc1ccc(CNC(=O)COc2ccc(S(=O)(=O)NC(C)C)cc2)cc1 ?
PKA-R2B act: -7; phage Ecoli inh: 1.8; OPRM1-OPRD1 inv: 8; Ecoli viability: -0.8; PfHsp90 yeast 2: 6; Tat transport: -3; PKA-R1A activ: -4; AddAB inh: 0.8; MOR-DOR ag: -1.6; Mot1-301 SUMO: -1; HTR5A inv ag: -6

What do the screens show for `CCCCC(=O)Nc1ccc(N2CCCC2)cc1`?
PKA-R2B act: 7; phage Ecoli inh: 2.3; OPRM1-OPRD1 inv: -10; Ecoli viability: -2.7; Tat transport: 10; PKA-R1A activ: -2; AddAB inh: 3.2; MOR-DOR ag: 1.9; Mot1-301 SUMO: 9; HTR5A inv ag: 13

How did CCCCC(=O)Nc1ccc(C(=O)NCCCn2ccnc2)cc1 do in these assays?
PKA-R2B act: 5; phage Ecoli inh: 0.9; OPRM1-OPRD1 inv: 7; Ecoli viability: -1.2; Tat transport: -13; PKA-R1A activ: -5; AddAB inh: 1.3; MOR-DOR ag: -1.2; Mot1-301 SUMO: 8; HTR5A inv ag: -10

What do the screens show for `O=C(Cc1c(F)cccc1Cl)Nc1nc2ccccc2s1`?
PKA-R2B act: -2; phage Ecoli inh: 4.9; OPRM1-OPRD1 inv: -16; Ecoli viability: 1.3; PfHsp90 yeast 2: -33; Tat transport: 13; PKA-R1A activ: -2; AddAB inh: -1.6; MOR-DOR ag: 3.1; HTR5A inv ag: 22

Results for CC(C)NC(=O)NC(=O)COc1ncnc2sccc12 ?
PKA-R2B act: -7; phage Ecoli inh: 3.2; OPRM1-OPRD1 inv: 14; Ecoli viability: 2.7; Tat transport: 8; PKA-R1A activ: -5; AddAB inh: 4.3; MOR-DOR ag: -2.5; Mot1-301 SUMO: 31; HTR5A inv ag: -9

How did Fc1ccc2nc(N3CCCCC3)sc2c1 do in these assays?
PKA-R2B act: -8; phage Ecoli inh: 1.7; OPRM1-OPRD1 inv: 7; Ecoli viability: 0.9; Tat transport: -6; PKA-R1A activ: -5; AddAB inh: 3.8; MOR-DOR ag: -1.3; HTR5A inv ag: -10

Results for O=C(NCC1CCCO1)Nc1ccc(Cl)cc1 (centres undefined) ?
PKA-R2B act: -2; phage Ecoli inh: 2.0; OPRM1-OPRD1 inv: 9; Ecoli viability: -1.6; PfHsp90 yeast 2: -23; Tat transport: -4; PKA-R1A activ: -11; AddAB inh: 0.6; MOR-DOR ag: -1.6; HTR5A inv ag: -6

What do the screens show for `CCCn1c(SCC(=O)NC2CC2)nnc1-c1cccs1`?
PKA-R2B act: -13; phage Ecoli inh: 4.4; OPRM1-OPRD1 inv: 15; Ecoli viability: 2.4; PfHsp90 yeast 2: 3; Tat transport: 4; PKA-R1A activ: -12; AddAB inh: 1.2; MOR-DOR ag: -3.0; Mot1-301 SUMO: -4; HTR5A inv ag: 1

What do the screens show for `O=C(Nc1ccc(F)cc1)c1ccc(S(=O)(=O)N2CCCC2)cc1`?
PKA-R2B act: 0; phage Ecoli inh: 4.1; OPRM1-OPRD1 inv: -10; Ecoli viability: 1.4; PfHsp90 yeast 2: -11; Tat transport: -6; PKA-R1A activ: 11; AddAB inh: 4.6; MOR-DOR ag: 1.6; Mot1-301 SUMO: 10; HTR5A inv ag: -63

What do the screens show for `CCc1ccc(N2CC34C=CC(O3)C(C(=O)OC)C4C2=O)cc1` (centres undefined)?
PKA-R2B act: -7; phage Ecoli inh: 1.7; OPRM1-OPRD1 inv: 9; Ecoli viability: -0.5; PfHsp90 yeast 2: 17; Tat transport: -11; PKA-R1A activ: -2; AddAB inh: 4.5; MOR-DOR ag: -1.7; Mot1-301 SUMO: -7; HTR5A inv ag: -2

What do the screens show for `COc1ccc(NC(=O)C2CCC(CNc3c(N4CCC(C)CC4)c(=O)c3=O)CC2)cc1OC` (centres undefined)?
PKA-R2B act: 3&-6; phage Ecoli inh: 1.0&1.4; OPRM1-OPRD1 inv: 13&12; Ecoli viability: 0.3; PfHsp90 yeast 2: 0&6; Tat transport: 4&-8; PKA-R1A activ: -7&1; AddAB inh: 0.6; MOR-DOR ag: -2.5&-2.3; Mot1-301 SUMO: -1; HTR5A inv ag: 4&9

Results for Cc1nn(Cc2ccccc2)c(N)c1C#N ?
PKA-R2B act: -2; phage Ecoli inh: -1.9; OPRM1-OPRD1 inv: 4; Ecoli viability: -1.5; PfHsp90 yeast 2: -15; Tat transport: -13; PKA-R1A activ: -6; AddAB inh: 3.9; MOR-DOR ag: -0.7; Mot1-301 SUMO: 35; HTR5A inv ag: -2

How did COc1cc(NC(=S)NCc2cccnc2)cc(OC)c1 do in these assays?
PKA-R2B act: 4; phage Ecoli inh: 5.3; OPRM1-OPRD1 inv: 18; Ecoli viability: 1.2; PfHsp90 yeast 2: 6; Tat transport: -2; PKA-R1A activ: -1; AddAB inh: -0.3; MOR-DOR ag: -3.6; Mot1-301 SUMO: -14; HTR5A inv ag: 5

What do the screens show for `Cc1nc(N2CCOCC2)nc2c1CCC2`?
PKA-R2B act: 9; phage Ecoli inh: 4.9; OPRM1-OPRD1 inv: 0; Ecoli viability: -0.9; PfHsp90 yeast 2: 11; Tat transport: -1; PKA-R1A activ: -5; AddAB inh: 0.0; MOR-DOR ag: 0.0; Mot1-301 SUMO: -7; HTR5A inv ag: 8

How did O=C(N/N=C/c1ccccn1)c1ccc(Cl)cc1 do in these assays?
PKA-R2B act: -7; phage Ecoli inh: -6.3; OPRM1-OPRD1 inv: 9; Ecoli viability: -2.3; PfHsp90 yeast 2: -19; Tat transport: -13; PKA-R1A activ: -6; AddAB inh: 0.7; MOR-DOR ag: -1.6; Mot1-301 SUMO: -24; HTR5A inv ag: -10

How did Cc1cnc(C(=O)Nc2ccc(N3CCOCC3)cc2)cn1 do in these assays?
PKA-R2B act: -7; phage Ecoli inh: 1.0; OPRM1-OPRD1 inv: -10; Ecoli viability: 0.2; Tat transport: -3; PKA-R1A activ: -9; AddAB inh: 0.0; MOR-DOR ag: 1.8; Mot1-301 SUMO: 6; HTR5A inv ag: -20

Results for Cc1cc(NC(=O)COc2cccc([N+](=O)[O-])c2)no1 ?
PKA-R2B act: 3; phage Ecoli inh: -0.2; OPRM1-OPRD1 inv: 12; Ecoli viability: 2.1; PfHsp90 yeast 2: 5; Tat transport: 2; PKA-R1A activ: -10; AddAB inh: 4.7; MOR-DOR ag: -2.1; Mot1-301 SUMO: -12; HTR5A inv ag: -20

What do the screens show for `CN(C)C(=O)CCc1ccc2c3c([nH]c2c1)[C@]1(C)[C@@H](C(=O)N2CCCCC2)C[C@H](CC(=O)NCc2cccc(C(F)(F)F)c2)C(=O)N1CC3`?
PKA-R2B act: 3; phage Ecoli inh: 0.6; OPRM1-OPRD1 inv: 14; Ecoli viability: -1.4; PfHsp90 yeast 2: -5; Tat transport: 22; PKA-R1A activ: -8; AddAB inh: 0.1; MOR-DOR ag: -2.8; HTR5A inv ag: -8

Results for Cc1cc(C(=O)COC(=O)C23CC4CC(CC(O)(C4)C2)C3)c(C)n1C ?
PKA-R2B act: 3; phage Ecoli inh: -0.8; OPRM1-OPRD1 inv: 9; Ecoli viability: 0.7; Tat transport: 1; PKA-R1A activ: 8; AddAB inh: 2.4; MOR-DOR ag: -1.9; Mot1-301 SUMO: 5; HTR5A inv ag: -9

Results for Cc1nn(-c2ccccc2)c(N)c1C(O)(C(F)(F)F)C(F)(F)F ?
PKA-R2B act: -14; phage Ecoli inh: 2.0; OPRM1-OPRD1 inv: 9; Ecoli viability: 1.2; PfHsp90 yeast 2: -2; Tat transport: -13; PKA-R1A activ: 8; AddAB inh: 3.0; MOR-DOR ag: -1.7; Mot1-301 SUMO: 23; HTR5A inv ag: -11
